D3 antag: qHTS of D3 Dopamine Receptor Antagonist: qHTS | D(3) dopamine receptor (Homo sapiens), P35462 | hit rate 2.5% among 360,000 | D3R cells, DiscoveRx beta-arrestin luminescence, antagonist mode; active compounds read low | max response, negative = inhibition, % | AID 652054, 2013; in the data active means max response below about -50%; inconclusive means no clear call, values can overlap the other calls; further: on the % scale 0 is the no-effect control and ±100 the full control effect; mostly tested at two doses, the higher about 12 µM
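Cells plated overnight at 1500 cells/well, then exposed to library compounds with dopamine controls for 90 minutes at 37 degrees C. DiscoveRx reagent added for 30–60 minutes at room temperature; luminescence read, quantitative HTS format.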
TDP-43 yeast inh: qHTS of TDP-43 Inhibitors | TDP-43 expressing yeast growth rescue, BacTiter-Glo, 24 h | Potency, µM (top dose mostly 46.1 µM), for the others: top-dose growth rescue (activation), actives largely listed as activators | hit rate 1.8% among 410,000 | AID 652104, 2013; further: potency means the concentration at half of the fitted maximal effect; % of control where 0% means no effect; nearly all actives have a fitted effect of over 50% in size
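In this qHTS, compounds that restore growth of yeast expressing TDP-43 appear as activators. Cells (OD600=0.02, galactose medium, raffinose-pregrown) are incubated with compound 24 hr at 30 deg C and growth is quantified by BacTiter-Glo.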
FUS yeast rescue: qHTS for Suppressors of FUS Proteinopathy: Primary screen using FUS-linked yeast assay; S. cerevisiae FUS-expressing, growth rescue, OD600, 24 h; Potency, µM (titrated, usually from 76.6 µM), for the others: at the highest dose growth rescue (activation), usual class: activators; hit rate 0.24% among 390,000;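 further: potency means the concentration at half of the fitted maximal effect; plate controls were DMSO vehicle for no effect and reference control for full effect; nearly all actives have a fitted effect of over 55% in size; some results filed as inactive show a strong effect at the top dose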
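Restored growth of FUS-toxic S. cerevisiae, read as 600 nm absorbance after 24 h at 30C in galactose medium (starting OD 0.005). Controls CP55940 and DMSO.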
GLP1R inv ag: qHTS of GLP-1 Receptor Inverse Agonists (Inhibition Mode); Glucagon-like peptide 1 receptor (Homo sapiens), P43220; HEK293 GLP-1R CRE-luciferase, luminescence, 24 h; GLP-1R form is constitutively active; Potency, µM (series often up to 38.3 µM), for the others: at the top dose activity change, negative = inhibition, actives largely listed as inhibitors; hit rate 1.6% among 410,000; further: potency means the concentration at half of the fitted maximal effect; on the % scale 0 is the no-effect control and ±100 the full control effect; nearly all actives have a fitted effect of over 55% in size
Target sequence (P43220 whole entry, looked up): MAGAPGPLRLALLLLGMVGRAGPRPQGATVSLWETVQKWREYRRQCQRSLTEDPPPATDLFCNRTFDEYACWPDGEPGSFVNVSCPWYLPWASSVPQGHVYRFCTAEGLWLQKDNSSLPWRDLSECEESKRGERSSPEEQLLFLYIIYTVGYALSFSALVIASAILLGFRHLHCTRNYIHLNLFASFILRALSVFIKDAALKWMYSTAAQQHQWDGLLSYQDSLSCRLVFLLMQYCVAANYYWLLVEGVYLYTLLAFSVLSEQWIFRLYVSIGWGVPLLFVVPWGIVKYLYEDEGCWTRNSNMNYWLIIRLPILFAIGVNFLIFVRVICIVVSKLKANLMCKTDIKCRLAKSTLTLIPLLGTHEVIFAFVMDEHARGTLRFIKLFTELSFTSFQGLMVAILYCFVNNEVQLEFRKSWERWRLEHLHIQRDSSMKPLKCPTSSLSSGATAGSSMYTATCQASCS
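Inverse agonism was detected as reduced cAMP-driven luciferase luminescence after 24 h compound treatment. The cells were HEK293 clones expressing constitutively active human GLP-1R with the reporter. Reporter-only and GPR119 cell lines served as counterscreen controls.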
PTHR1 agonist: qHTS for PTHR1 Agonists: Primary Screen; Parathyroid hormone/parathyroid hormone-related peptide receptor (Homo sapiens), Q03431; HEK293 GP2 PTHR1 cells, GloSensor cAMP luminescence, 1 h; Potency, µM (titrated, usually from 115 µM), without a hit: at the highest dose activation, actives largely listed as activators; hit rate 0.075% among 410,000; AID 743266, 2014; further: potency means the concentration at half of the fitted maximal effect; nearly all actives have a fitted effect of over 55% in size; some results filed as inactive show a strong effect at the top dose; inactives centre near -15; many of its hits are not listed in these tables
Target sequence (Q03431 whole entry, looked up): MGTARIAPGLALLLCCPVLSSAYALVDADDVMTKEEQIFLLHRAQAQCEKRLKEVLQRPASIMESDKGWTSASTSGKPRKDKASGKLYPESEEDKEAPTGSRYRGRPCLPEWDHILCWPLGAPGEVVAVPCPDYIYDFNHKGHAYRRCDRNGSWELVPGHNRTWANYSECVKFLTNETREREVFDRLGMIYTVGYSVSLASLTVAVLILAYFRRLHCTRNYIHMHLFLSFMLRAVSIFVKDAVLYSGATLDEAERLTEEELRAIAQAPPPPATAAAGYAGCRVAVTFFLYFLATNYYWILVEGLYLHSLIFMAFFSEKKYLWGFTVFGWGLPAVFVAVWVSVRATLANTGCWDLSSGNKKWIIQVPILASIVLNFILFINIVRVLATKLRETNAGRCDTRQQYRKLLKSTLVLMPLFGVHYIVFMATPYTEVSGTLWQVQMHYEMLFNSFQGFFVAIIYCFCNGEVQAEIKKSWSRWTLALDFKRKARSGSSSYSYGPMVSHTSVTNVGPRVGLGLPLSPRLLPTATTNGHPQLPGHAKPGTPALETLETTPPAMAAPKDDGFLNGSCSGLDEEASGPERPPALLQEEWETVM
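HEK-293-derived GP2 cells expressing PTHR1 and a GloSensor cAMP reporter, 3,000/well, plated overnight, given luciferin plus IBMX (each 0.5 mM as added) for 1 h at 37 °C, then compound for 1 h at 37 °C. Luminescence was read after 15 min at room temperature.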
pAkt inh: HTS Assay for Inhibitors of Akt Phophorylation: Primary Screen. Neuro2A IGF-stimulated pAkt S473 HTRF, 20 min; active compounds read low. activity change, % for hits at 50 µM. hit rate 0.32% among 360,000. AID 651550, 2012; in the data active means activity change below about -80%; inconclusive means mostly about -51% to -80%; further: on the % scale 0 is the no-effect control and ±100 the full control effect
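Neuro2A cells in DMEM with 0.5% FBS, overnight at 37 deg C, given compound at single 50 µM final, then IGF (6 nM final) for 20 min at 37 deg C. Lysed; phospho-Akt Ser473 by HTRF after 24 h, 665/615 ratio.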
Abeta rescue: qHTS for compounds that reverse cellular toxicity of Amyloid beta (A-beta) peptide in yeast: Primary Screen; AID 1347071, 2019; yeast expressing A-beta42, growth rescue, OD600, 48 h; response scale: 0% DMSO, 100% iron-clioquinol control; hit rate 0.063% among 410,000; Potency, µM (titrated, usually from 46.1 µM), inactives show at the highest dose growth rescue, actives largely listed as activators; further: potency means the concentration at half of the fitted maximal effect; nearly all actives have a fitted effect of over 55% in size
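Growth rescue measured by 600 nm absorbance after 48 h yeast culture at 30 C with compound. Values normalized between DMSO and an equimolar ferric chloride plus clioquinol control.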
GLP1R ag: qHTS of GLP-1 Receptor Agonists; hit rate 0.007% among 380,000; Potency, µM (top dose mostly 45.6 µM), for inactives: top-dose activation, hits mostly activators; HEK293 GLP-1R CRE-luciferase, luminescence, 4-6 h; cells express a hypersensitive GLP-1R form; further: potency means the concentration at half of the fitted maximal effect; % of control where 0% means no effect
aSyn yeast inh: qHTS of alpha-syn Inhibitors; Yeast expressing alpha-synuclein, growth rescue, BacTiter-Glo, 24 h; Potency, µM (highest dose often 46.1 µM), inactives show top-dose growth rescue (activation), actives largely listed as activators; hit rate 0.14% among 370,000; further: potency means the concentration at half of the fitted maximal effect; % of control where 0% means no effect; nearly all actives have a fitted effect of over 65% in size
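Rescue of yeast growth: cells expressing toxic alpha-synuclein, induced in galactose at OD600 0.02, incubated with compound 24 h at 30 C. ATP luminescence quantified growth; inhibitors of toxicity appear as activators.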
* hit, by the source's call; i = inactive; ? = inconclusive; . = not tested or not shown; [ ] = remark or other dose. Unless noted, the call rests on the fitted dose curve; in most records, active means well fitted curve in the direction sought with a large enough effect; inconclusive means small, poorly fitted or top-dose-only effect, or another doubt; inactive means no such curve, though single readings can be large; an effect the other way counts as inactive or inconclusive. A portion of the library, so the mix of outcomes need not match the whole.

SMILES	D3 antag	TDP-43 yeast inh	FUS yeast rescue	GLP1R inv ag	PTHR1 agonist	pAkt inh	Abeta rescue	GLP1R ag	aSyn yeast inh
CCn1cc(C(=O)N2CCN(c3ccccn3)CC2)c(=O)c2cc(S(=O)(=O)N3CCC(C)CC3)ccc21	18	-14%[0.397 µM]	10%	?	i	i	9%	16%	-3%
Brc1cc(Br)c2ncnc(N3CCCCC3)c2c1	21	14%	3%	?	-14%[57.5 µM]	-82%*	-34%[inhibitor]	9%	1%
CCN1C(=O)[C@H]2[C@@H](c3ccc(C)cc3)N3C(=O)N(c4cccc(F)c4)C(=O)[C@@]3(CC)[C@H]2C1=O	0	-9%	8%	16%	-8%	i	0%	-2%	0%
Cc1nc2ncccn2c1-c1csc(NCc2ccco2)n1	8	-1%	27%	13%	-39%	i	-6%	34%	0%
CC(C)c1ccc(OCC(=O)Nc2cc(-c3ccccc3)no2)cc1	.	-2%	15%	-13%	-32%[inhibitor]	.	-20%	.	.
CC(=O)c1ccc(Nc2nc(C(N)CCc3ccccc3)cs2)cc1 (configuration not stated)	9	20%	18%	?	i	i	12%	-7%	-14%
COc1ccc(-c2nn(-c3ccccc3)cc2C(=O)Nc2ccccc2OC)cc1	.	15%	5%	6%	-13%	.	-14%	2%	.
CC(=O)Nc1ccc(C(=O)CSc2nc3ccccc3n2CC(=O)N2CCCC2)cc1	23	-13%	30%	4%	-3%[57.5 µM]	.	-6%	5%	4%
O=C(CSc1nc2ccccc2c(=O)n1NC(=O)Cc1ccccc1)NCc1ccco1	-13	-13%	8%	0%	i	i	10%	3%	0%
CCN(CC)c1ccc(/C=N/NS(=O)(=O)c2cccc([N+](=O)[O-])c2)cc1	?	18%	.	-2%	i	i	4%	11%	1%
CC[C@]12c3[nH]c4ccccc4c3CCN1C(=O)C(CC(=O)NCCc1ccccn1)C[C@@H]2C(=O)N1CCN(C(=O)c2ccco2)CC1 (some centres not stated)	-19	-27%	-8%	11%	i	i	-14%	0%	1%
O=C(COC(=O)c1nc(Cl)ccc1Cl)Nc1ccc2c(c1)OCO2	-7	?	14%	9%	i	i	2%	8%	-2%
COc1ccc(-c2cc(C(F)F)n3ncc(C(=O)N4CCN(C)CC4)c3n2)cc1	?	-13%	13%	-24%	i	i	-5%	5%	-3%
CCOC(=O)c1cc2c(s1)-c1c(C)cccc1OC2	8	14%	-13%	18%	-16%	i	3%	23%	1%
COC(=O)c1[nH]c(=O)c2ccccc2c1OCc1ccccc1	18	28%	10%	34%[activator]	i	i	-5%	0%	-7%
COc1ccc([C@H]2C[C@@H](n3cc(C4CC4)nn3)[C@H](O)CN2CC2CCCCC2)cc1	-3	?	13%	?	-8%	i	9%	6%	0%
C/C(=N\N=C1/NC(=O)C(C)S1)c1ccco1 (configuration not stated)	1	7%[9.22 µM]	-1%	-4%	i	i	-6%	2%	3%
CCc1cccc(C)c1NS(=O)(=O)c1cccs1	-9	18%	-3%	?	-2%	i	8%	7%	6%
CCn1c(Cc2ccc(OC)cc2)nc2ccccc21	?	-7%	5%	-4%	-23%	i	21%	5%	-3%
CN(C(=O)c1ccc(NC(=O)Cc2ccc(NC(=O)C3CCN(C(=O)CCc4ccccc4)CC3)cc2)cc1)C1CC1	-1	7%	44%	-7%	-5%	i	-1%	8%	-12%

Among those listed so far, these contain a carbonyl joined to an NH by a bond outside any ring.
SMILES	D3 antag	TDP-43 yeast inh	FUS yeast rescue	GLP1R inv ag	PTHR1 agonist	pAkt inh	Abeta rescue	GLP1R ag	aSyn yeast inh
CC(C)c1ccc(OCC(=O)Nc2cc(-c3ccccc3)no2)cc1	.	-2%	15%	-13%	-32%[inhibitor]	.	-20%	.	.
COc1ccc(-c2nn(-c3ccccc3)cc2C(=O)Nc2ccccc2OC)cc1	.	15%	5%	6%	-13%	.	-14%	2%	.
CC(=O)Nc1ccc(C(=O)CSc2nc3ccccc3n2CC(=O)N2CCCC2)cc1	23	-13%	30%	4%	-3%[57.5 µM]	.	-6%	5%	4%
O=C(CSc1nc2ccccc2c(=O)n1NC(=O)Cc1ccccc1)NCc1ccco1	-13	-13%	8%	0%	i	i	10%	3%	0%
CC[C@]12c3[nH]c4ccccc4c3CCN1C(=O)C(CC(=O)NCCc1ccccn1)C[C@@H]2C(=O)N1CCN(C(=O)c2ccco2)CC1 (some centres not stated)	-19	-27%	-8%	11%	i	i	-14%	0%	1%
O=C(COC(=O)c1nc(Cl)ccc1Cl)Nc1ccc2c(c1)OCO2	-7	?	14%	9%	i	i	2%	8%	-2%
CN(C(=O)c1ccc(NC(=O)Cc2ccc(NC(=O)C3CCN(C(=O)CCc4ccccc4)CC3)cc2)cc1)C1CC1	-1	7%	44%	-7%	-5%	i	-1%	8%	-12%

Additional results.
SMILES	D3 antag	TDP-43 yeast inh	FUS yeast rescue	GLP1R inv ag	PTHR1 agonist	pAkt inh	Abeta rescue	GLP1R ag	aSyn yeast inh
CCn1c(=O)c([N+](=O)[O-])c(NCCCn2ccnc2)c2ccccc21	-11	7%	5%	21%	-20%	i	10%	11%	-4%
CC(=O)Nc1ccc(C(=O)N2CCCC(c3cc(C(=O)NCc4ccc(F)cc4)no3)C2)cc1 (configuration not stated)	-2	4%	14%	1%	-19%	i	-17%	8%	-2%
Cc1ccc2nc(SCc3nc4c(cnn4-c4ccccc4)c(=O)[nH]3)[nH]c2c1	27	17%	.	0%	-95%[inhibitor]	i	-2%	-11%	-10%
Cc1ccc(C)c(OCC(=O)Nc2cc(C(=O)O)cc(C(=O)O)c2)c1	26	17%	-30%	7%	-40%[inhibitor]	i	-1%	-10%	1%
Cc1cccc(C)c1NC(=O)c1csc([C@H]2C[C@H](O)[C@@H](CO)O2)n1	-8	0%	-26%	-21%	i	i	-9%	-2%	0%
CCCN1C(=O)C2(c3ccccc31)c1c(oc3ccc(C)cc3c1=O)C(=O)N2CCOC (configuration not stated)	.	18%	15%	13%	-21%	.	-8%	.	.
Cc1cccc(C(=O)NCCNC(=O)c2ccco2)c1	-24	0%	23%	3%	-13%	i	-12%	4%	-9%
O=C(CCN1C(=O)C2CCCCC2C1=O)Nc1nc2ccc(F)cc2s1 (configuration not stated)	-6	14%	.	-9%	-50%[inhibitor]	i	0%	0%	-5%
COc1ccc(-c2ccc(CCC(=O)O)n2CC(=O)Nc2cccc(C(F)(F)F)c2)cc1	.	2%	?	?	?	.	-22%	.	.
Cc1ccc(S(=O)(=O)/N=C(\c2ccc(F)cc2)n2c(C)nc3ccccc32)cc1	0	10%	-10%	1%	i	.	7%	-13%	5%
O=C(Cc1ccc(Cl)cc1)NCCS(=O)(=O)N1CCN(c2ccccc2F)CC1	?	14%	2%	?	-17%	i	7%	9%	3%
Cc1ccc2c(c1)N(C(=O)CSc1nncn1C)C(C)(C)c1ssc(=S)c1-2	0	22%	31%	?	-11%	i	20%	26%	5%
Cc1ccc(/C=N/NC(=O)c2cccc([N+](=O)[O-])c2)o1	-1	14%	.	1%	-11%	i	7%	-6%	13%
O=C1c2ccccc2NC(c2ccc(-c3cccc(F)c3)o2)N1O (configuration not stated)	.	.	-7%	.	-2%	.	-16%	-1%	.
CC(C)(C)OC(=O)NCCCCCc1nnc(SCC(N)=O)o1	-12	13%	10%	5%	i	i	11%	-12%	-7%
CC(C)(C)NC(=O)C1CCCN(S(=O)(=O)c2ccc(-n3cnnn3)cc2)C1 (configuration not stated)	8	0%	15%	-11%	i	i	-1%	1%	-8%
O=C1C(=O)N(CCCc2ccccc2)c2ccccc21	-13	21%	-10%	-14%	i	i	0%	-1%	3%
Nc1nc2nccc(-c3cccnc3)n2n1	-9	-15%[9.22 µM]	14%	-4%[7.66 µM]	8%	i	-4%	3%	-4%
N/C(=N\OC(=O)/C=C/c1ccccc1)c1ccccn1	5	-10%[0.397 µM]	-9%	?	-37%[inhibitor]	i	-28%	-5%	-4%
CCOC(=O)N1CCC(NC(=O)c2ccc3c(c2)N(Cc2ccc(F)cc2)C(=O)c2ccccc2S3(=O)=O)CC1	.	-17%	25µM*	?	i	.	-21%	.	.
Cc1c(N=C2C=C(Br)C(=O)C(Br)=C2)c(=O)n(-c2ccccc2)n1C	4	12%	25%	-8%	-25%	i	-6%	0%	1%
COC(=O)c1c(N)c(C#N)c(C)n1-c1ccccc1	0	-8%	-16%	38%[activator]	-18%[57.5 µM]	i	-7%	7%	7%
Cc1ccc(C(=O)c2oc3ccccc3c2NC(=O)c2nc(S(C)(=O)=O)ncc2Cl)cc1F	.	24%	4%	3%	i	.	12%	.	.
O=C(NNC(=O)c1nn(-c2ccc(F)cc2)ccc1=O)c1ccc(C(F)(F)F)cc1	-22	-15%	0%	7%	i	i	8%	-2%	10%
Cc1ccc(NC(=O)c2ccco2)cc1	21	?	-19%	-5%	-11%	i	-6%	0%	1%
Cc1ccc(NC2(C#N)CCCC2)cc1	-26	-19%	11%	49%[activator]	?	i	-6%	0%	-2%
Cc1nn(Cc2ccc(C(=O)Nc3ccccc3C(F)(F)F)o2)c(C)c1Br	37	13µM*	28%	?	-28%	.	19%	7%	.

Screens: PubChem BioAssay, National Center for Advancing Translational Sciences (NCATS)
